Screening data deposited in PubChem by several laboratories.
MEX-5 binding: C. elegans MEX-5 TCR-2 RNA binding activity. MEX-5/FITC-TCR2 RNA binding, fluorescence polarization; stronger effect = lower value. activity score (negative = inhibition of binding), % at 10 µM. 300,000 tested, 0.38% active;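 active = inhibition past about -25% in most replicates, and total fluorescence under double the plate's negative control median, limit read from the data; inconclusive = replicates evenly split on the limit, or fluorescence at least double controls; inactive = too little inhibition in most replicates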;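 also: 0% = DMSO and -100% = 5 µM competing unlabeled TCR2 RNA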
Fam108B inh: blocks mouse Fam108B hydrolase in RBBP9 counter-screen. recombinant Fam108B, FP-Rh probe fluorescence polarization. inhibition, % at 9.51 µM. 300,000 tested, 0.33% active;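 active = inhibition above the screen mean inhibition plus 3 SD, computed separately per campaign, cut at about 18% in these data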;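 also: inhibitors lower polarization as less probe binds the enzyme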
TPT1 inh: inhibitors of Candida albicans tRNA 2'-phosphotransferase TPT1; recombinant caTPT1, FP RNA substrate dephosphorylation; inhibition, % at 5 µM; 300,000 tested, 0.81% active; AID 1962;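 active = inhibition above the mean of all tested compounds plus 3 SD, set per screening campaign, cut at about 24% in these data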;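 also: plate controls were DMSO alone for no effect and ferristatin control at 100 nM for full effect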
GSTO1 counter: GSTO1 inhibition, counter-screen for RBBP9 inhibitors; P78417; recombinant GSTO1, activity-based probe fluorescence polarization; inhibition, % at 5.96 µM; 300,000 tested, 1.1% active;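 active = inhibition above the campaign mean inhibition plus 3 SD, cut at about 35% in these data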;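 also: 0% = GSTO1-1 with DMSO and 100% = wells lacking GSTO1-1 enzyme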
GLD-1 RNA inh: GLD-1-TGE RNA interaction inhibition (C. elegans); Q17339; purified GLD-1 + fluorescein TGE RNA, fluorescence polarization; AID 2280; inhibition, % at 5.96 µM; 320,000 tested, 0.44% active;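 active = percent inhibition above a per-plate cutoff, the plate mean of test compounds plus 3 SD, cut at about 30% in these data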;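 also: 0% = DMSO wells with GLD-1 and probe and 100% = wells lacking GLD-1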
PME-1 primary: blocks human protein phosphatase methylesterase 1; inhibition, % at 5.9 µM; recombinant PME-1, FP-Rh probe fluorescence polarization; 320,000 tested, 0.53% active;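 active = inhibition above the campaign mean of all compounds plus 3 SD, cut at about 26% in these data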;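 also: competitive labeling of PME-1 active site by serine hydrolase directed probe; 0% = PME-1 with DMSO and 100% = wells lacking PME-1 enzyme; inhibitors block probe labeling so polarization falls and inhibition rises; many of its hits are not listed in these tables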
Target sequence (Q9Y570 whole entry, looked up): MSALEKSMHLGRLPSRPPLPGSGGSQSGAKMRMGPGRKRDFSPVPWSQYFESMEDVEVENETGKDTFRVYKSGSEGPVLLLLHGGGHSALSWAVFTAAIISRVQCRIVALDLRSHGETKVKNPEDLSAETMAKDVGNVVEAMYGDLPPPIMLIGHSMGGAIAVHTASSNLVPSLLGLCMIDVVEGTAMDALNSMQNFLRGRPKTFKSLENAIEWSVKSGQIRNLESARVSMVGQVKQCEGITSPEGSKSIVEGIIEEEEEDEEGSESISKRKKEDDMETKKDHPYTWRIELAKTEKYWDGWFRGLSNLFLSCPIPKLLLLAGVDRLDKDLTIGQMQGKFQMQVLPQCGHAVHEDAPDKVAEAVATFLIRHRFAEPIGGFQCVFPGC
Bcl-xL primary: blocks human Bcl-xL binding to Bim BH3 peptide; Q07817; GST-Bcl-xL / FITC-Bim BH3 peptide fluorescence polarization; inhibition, % at 10.9 µM; 320,000 tested, 0.7% active; AID 2129;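 active = inhibition above the mean of all tested compounds plus 3 SD, cutoff set per campaign, cut at about 30% in these data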;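 also: 0% = DMSO wells and 100% = unlabeled Bim-BH3 peptide competitor; inhibitors lower millipolarization by displacing the labeled peptide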
PAD4 inh: inhibitors of human PAD4 | Q9UM07 | recombinant PAD4, RCA probe fluorescence polarization | inhibition, % at 6.36 µM | 330,000 tested, 0.41% active;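 active = percent inhibition above a cutoff equal to the mean of all tested compounds plus 3 SD, cut at about 15% in these data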;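 also: 0% = PAD4 with RCA probe and DMSO and 100% = probe without PAD4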
Target sequence (Q9UM07 whole entry, looked up): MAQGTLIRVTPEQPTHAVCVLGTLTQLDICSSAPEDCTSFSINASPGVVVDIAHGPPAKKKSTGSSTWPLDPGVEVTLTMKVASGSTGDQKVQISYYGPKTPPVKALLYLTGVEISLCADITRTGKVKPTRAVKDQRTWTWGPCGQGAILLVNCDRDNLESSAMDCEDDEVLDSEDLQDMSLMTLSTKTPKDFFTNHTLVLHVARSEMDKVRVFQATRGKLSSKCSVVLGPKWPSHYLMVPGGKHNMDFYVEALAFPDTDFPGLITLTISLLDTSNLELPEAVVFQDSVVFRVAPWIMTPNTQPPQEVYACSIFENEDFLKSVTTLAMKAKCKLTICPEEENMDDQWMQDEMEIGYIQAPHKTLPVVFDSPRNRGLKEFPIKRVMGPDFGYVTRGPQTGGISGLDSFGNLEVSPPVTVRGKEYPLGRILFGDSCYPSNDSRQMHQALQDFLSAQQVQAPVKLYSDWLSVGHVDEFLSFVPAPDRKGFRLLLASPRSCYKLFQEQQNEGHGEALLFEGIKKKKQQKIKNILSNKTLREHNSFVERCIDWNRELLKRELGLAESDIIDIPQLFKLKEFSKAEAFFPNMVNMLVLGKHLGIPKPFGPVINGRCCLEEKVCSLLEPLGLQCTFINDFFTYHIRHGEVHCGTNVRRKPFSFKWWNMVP
MCL1 BIM primary: MCL1-BIM-BH3 interaction inhibition (human). Q07820. GST-MCL1 / FITC-Bim-BH3 fluorescence polarization. inhibition, % at 10.9 µM. 320,000 tested, 0.68% active;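 active = inhibition above the mean inhibition of all tested compounds plus 3 SD, set per campaign, cut at about 40% in these data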;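 also: 0% = DMSO wells and 100% = unlabeled Bim-BH3 peptide control; higher means more loss of mP so more displacement of Bim peptide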
Starred values were filed as active, the others as inactive; ? = inconclusive; / = not tested or not shown. Only part of the results is shown; the hit share may differ from the screen's.

SMILES	MEX-5 binding	Fam108B inh	TPT1 inh	GSTO1 counter	GLD-1 RNA inh	PME-1 primary	Bcl-xL primary	PAD4 inh	MCL1 BIM primary
Cc1ccccc1NC(=O)C(C)n1c2ccccc2c2nc(=O)cc(C)n21 (stereo not drawn)	-2.5	-1.1	-2.6	-3.1	0.4	1.3	-3.5	-2.9	-7.8
CC12CCC(C(=O)Nc3ccccc3Cl)(C(Br)C1=O)C2(C)C (stereo not drawn)	3.4	5.3	-5.3	11.9	-3.1	3.9	3.7	4.0	7.5
CN(CC(=O)N1CCCCC1)S(=O)(=O)c1cccc2nsnc12	-0.8	-4.7	-0.2	-3.9	-0.9	-6.2	4.8	-2.2	1.4
O=C(Cn1cc2c(n1)CCCC2)NC1CCCCCC1	-1.0	1.2	-2.9	7.3	-3.9	7.1	4.1	2.1	1.2
Nn1c(SCC(=O)Nc2ccc3c(c2)OCCO3)nnc1-c1ccncc1	-2.0	1.8	4.9	-4.3	5.5	-1.4	0.8	-3.3	-2.4
Cc1cc([N+](=O)[O-])ccc1NC(=O)COc1nsnc1N1CCOCC1	1.1	1.8	-2.8	1.3	-1.3	1.4	9.7	3.5	10.5
COc1cc(NC(=O)CN(C)S(=O)(=O)c2ccc(C)cc2)cc(OC)c1	1.8	1.0	-2.1	-5.3	4.4	-4.8	1.0	-7.7	-5.7
CCc1ccccc1NC(=O)CCN1C(=O)C2C3CCC(C3)C2C1=O (stereo not drawn)	1.1	1.9	-0.8	-3.0	7.4	-0.5	2.9	-9.4	2.6
CCOc1ccc(N(C)S(=O)(=O)c2ccc3[nH]cc(C(=O)NCC4CCCO4)c(=O)c3c2)cc1 (stereo not drawn)	2.6	-2.0	-2.1	-17.4	1.5	1.1	5.0	-8.0	-6.3
Cc1c(NC(=O)CN2CCN(C(c3ccccc3)c3ccccc3)CC2)c(=O)n(-c2ccccc2)n1C	0.1	2.9	-0.8	-3.1	-1.8	6.5	6.7	1.9	-3.3
O=C(Cn1c(NCCCCl)nc2ccccc21)c1ccccc1	/	/	/	/	4.5	5.5	2.7	-6.7	9.4
Cc1nc2cc(NCc3ccccc3O)ccc2n1Cc1ccccc1	-0.6	2.2	-1.3	12.7	9.0	2.8	4.5	1.1	3.5
CC(=O)c1ccc(NC(=O)CNCC(c2ccccc2)N(C)C)cc1 (stereo not drawn)	3.7	-3.7	6.3	14.8	5.8	-0.9	-0.8	-1.2	-2.9
Cc1nn(-c2ccccc2)c(C)c1C1C(C#N)=C(N)Oc2n[nH]c(C)c21 (stereo not drawn)	-3.8	-5.6	-1.2	0.1	7.6	-4.0	2.1	4.2	4.6
Cc1cc(C)c(C2C(C#N)=C(N)Oc3n[nH]c(C)c32)cc1CN1CCCC1 (stereo not drawn)	-1.1	1.6	-6.8	15.4	-4.1	6.1	10.9	-7.3	-7.2

Two compounds from above, reduced to GLD-1 RNA inh, GSTO1 counter and TPT1 inh:
structure	GLD-1 RNA inh	GSTO1 counter	TPT1 inh
Cc1nc2cc(NCc3ccccc3O)ccc2n1Cc1ccccc1	9.0	12.7	-1.3
Nn1c(SCC(=O)Nc2ccc3c(c2)OCCO3)nnc1-c1ccncc1	5.5	-4.3	4.9

The list goes on.
SMILES	MEX-5 binding	Fam108B inh	TPT1 inh	GSTO1 counter	GLD-1 RNA inh	PME-1 primary	Bcl-xL primary	PAD4 inh	MCL1 BIM primary
CC(=O)Nc1ccc(SCC(=O)NCCc2ccc(F)cc2)cc1	0.6	-1.1	4.5	4.3	-6.9	-2.2	-1.4	3.5	6.4
COC(=O)Cn1cc(/C=C/c2cc[n+](C)cc2)c2ccccc21	?	4.9	34.6*	3.6	-133.9	-2.9	22.3	-4.4	-9.7
Cc1c(O)ccc(/C=N/Nc2ncccc2[N+](=O)[O-])c1O	-4.0	-3.6	1.9	1.2	9.4	3.6	1.9	4.3	1.0
O=C(c1nc2ccc(Cl)cn2c1CNCCc1cnccn1)N1CCCCCCC1	-3.4	-4.3	-0.8	-1.9	-0.2	-2.9	2.6	1.1	5.5
O=S(=O)(Nc1ncccn1)c1ccc(NC(=S)Nc2ccc(Cl)cc2)cc1	-0.8	-0.9	-2.7	-8.5	-0.1	-1.9	6.0	0.6	6.2
O=C1/C(=C/c2ccccn2)SC(=S)N1CCc1ccccc1	-2.5	-4.8	-2.0	1.4	-2.0	0.5	8.9	-1.4	6.7
CCOC(=O)CSc1nnc(CNc2cccc(Cl)c2)n1C	0.7	-1.0	-0.7	1.4	-6.7	2.6	-3.2	-1.2	0.1
COC(=O)Cc1csc(Nc2ccc(F)c(Cl)c2)n1	2.7	-2.3	8.5	12.5	1.0	0.9	0.3	-6.5	5.3
Cc1ccsc1CNC12CC3CC(CC(C3)C1)C2	-0.6	4.8	0.8	10.7	-2.8	-0.5	-0.7	1.1	-11.2
O=C(Nc1nc2ccccc2n1Cc1ccccc1)c1ccc(COc2ccccc2[N+](=O)[O-])o1	-0.8	-5.1	-3.9	2.3	-1.0	3.9	-0.4	-1.9	-2.1
COc1cc(CNc2cccc3[nH]c(C(F)(F)F)nc23)cc(OC)c1	1.5	11.2	-0.9	10.1	4.9	3.6	3.0	-8.7	-0.8
CCn1c(C(=O)N2CCC(C(=O)NCCCSC3CCCCC3)CC2)cc2sccc21	1.5	1.2	-3.8	3.0	-1.2	1.9	-1.0	1.6	-0.7
COc1ccc([N+](=O)[O-])cc1/C=N/Nc1nn[nH]n1	1.7	0.2	0.8	4.6	-2.8	-6.2	-5.4	-7.1	-10.1
CCC(CO)NC1=C([N+](=O)[O-])C(=O)CC(C)(C)C1 (stereo not drawn)	1.1	-0.9	-1.4	-4.0	6.2	-10.6	2.6	-4.2	-1.0
O=C(c1ccc2ccccc2c1)N1CCCCC1	0.4	1.6	-0.9	3.9	6.2	-0.6	3.6	-2.9	7.5
COc1ccc(C(=O)OC(C)C(=O)NC(C)CCc2ccccc2)c(OC)c1 (stereo not drawn)	3.0	-1.8	-2.8	3.5	-5.6	2.2	-3.6	-1.7	-8.3
O=C(NCc1cccnc1)c1ccc(CS(=O)(=O)Cc2ccc(Cl)cc2)o1	-0.4	1.9	-0.9	4.3	4.2	2.5	0.7	5.0	3.6
c1ccc(-c2nnc(CSc3nnc(-c4cccs4)o3)o2)cc1	0.6	2.6	0.9	13.9	-1.0	1.4	1.9	-1.5	-3.2
Cc1cccnc1NC(=O)COc1ccc2oc3c(c2c1)CCCC3	-1.1	-1.5	-0.3	9.7	1.2	-2.4	6.4	1.0	6.3
O=C(NC1CCS(=O)(=O)C1)Oc1ccc(Cl)cc1 (stereo not drawn)	4.1	3.8	-1.0	1.8	1.1	-0.2	-1.4	-1.1	-2.5
CCC(=O)N1CCCc2ccccc21	2.7	3.4	3.1	7.3	11.4	-1.0	-4.4	1.8	2.5
CSc1ccc(S(=O)(=O)Nc2ccc(N3CCOCC3)c(Cl)c2)cc1	-0.5	6.0	-0.2	15.2	4.1	0.6	2.9	0.1	0.0
Cc1ccc(C(=O)N/C(=C\c2cn(C)c3ccccc23)C(=O)NCCCn2ccnc2)cc1	0.9	1.0	1.1	6.2	-11.4	-4.4	4.7	-4.2	-0.1
COc1cc(C(=O)Nc2cccc(S(=O)(=O)NCc3ccco3)c2)cc(OC)c1OC	/	/	/	/	4.2	-5.6	5.7	-1.4	9.2
Cn1c(=O)c(=O)n(C)c2cc(S(=O)(=O)CCC(=O)Nc3ccc(F)cc3)ccc21	2.6	1.0	-1.6	9.2	3.4	3.2	2.3	3.3	0.1
CN(CC(=O)Nc1ccccc1Cl)C(=O)C1CCN(S(=O)(=O)c2ccc3c(c2)OCCO3)CC1	-1.2	-5.2	-2.9	8.4	6.2	5.9	3.8	1.7	6.2
Cc1ccc(/C=N/NC(=O)CN2C(=O)CSc3ccccc32)o1	0.0	1.8	-0.7	1.1	0.1	-0.8	11.3	0.8	7.9
O=C(COc1ccccc1[N+](=O)[O-])Nc1ccc(NC(=O)c2cc3ccccc3o2)cc1	-2.9	-21.1	2.5	10.7	3.5	-10.0	11.8	2.8	-0.8
Cc1cc(C(=O)COC(=O)c2ccc(O)cc2)c(C)n1CC1CCCO1 (stereo not drawn)	-0.4	-2.6	-0.3	5.9	0.3	4.4	0.3	-0.4	-10.4
O=C(O)COc1cccc2ccccc12	2.4	-1.2	-2.0	2.9	6.3	4.8	3.6	2.8	0.4
Cc1ccc(Cn2ccc(NC(=O)c3nc4ncccn4n3)n2)cc1	1.3	-5.3	-1.0	-2.0	-2.4	2.5	4.2	-2.6	5.5
O=C(N/N=C/c1c(O)ccc2ccccc12)Nc1ccccc1	?	11.4	2.1	15.4	-4.9	28.0*	-3.0	0.1	-4.6
O=C1Cc2ccccc2C(=O)N1c1cccc(Cl)c1	1.3	7.1	-1.2	8.7	10.9	-4.7	4.0	-4.3	-0.4
Cc1noc(C)c1S(=O)(=O)N1CCCC1C(=O)NC(C)(C)C (stereo not drawn)	3.4	1.0	-4.6	8.8	7.2	2.2	9.5	0.1	0.3
Cc1cc(C(=O)Nn2c(C3CCCCC3)nc3ccccc3c2=O)ccc1[N+](=O)[O-]	-1.2	-0.1	1.1	3.0	-8.6	5.0	2.8	-2.9	1.9
CCOc1ncccc1C(=O)Nc1ccc2c(C)cc(=O)oc2c1	2.0	3.0	1.1	0.1	4.7	-3.5	3.8	-1.8	0.5
O=C1Nc2ccccc2N(O)N1c1ccc(Cl)c(Cl)c1	2.1	1.3	-0.7	-4.4	4.9	1.2	1.0	0.1	-0.5
O=C(O)COCC(=O)NCc1csc2ccc(Cl)cc12	-0.7	-0.2	-1.8	-4.1	3.2	3.5	2.4	-2.0	0.8
COc1ccc(NC(=O)c2cc(S(=O)(=O)N(C)C)ccc2N2CCCC2)cc1Cl	-0.1	1.8	8.0	-1.5	-5.9	-1.8	4.7	8.1	7.5
CCOc1cc(C)c(C(C)C)cc1S(=O)(=O)n1ccc(C)n1	-2.7	4.7	-1.6	10.1	2.5	4.0	3.3	-6.7	10.0
CCCn1c(=O)c2ccccc2n2c(SCCNCCO)nnc12	-1.1	-1.1	1.9	8.5	-3.0	5.7	4.8	0.1	-2.6
O=C(Nc1ncnc2sc3c(c12)CCCCC3)c1ccco1	-2.4	4.6	-0.8	-3.4	-4.3	-6.4	3.0	1.1	10.2
CC1(c2nnc(-c3cccc(Cl)c3)o2)CC(c2cccc(Cl)c2)=NO1 (stereo not drawn)	4.1	-5.5	0.7	4.1	-1.6	-8.4	2.3	-4.4	-6.3
O=C(O)CNC(=O)CCCn1nnc2ccccc2c1=O	1.1	-3.4	0.3	5.1	-8.0	-5.0	1.4	-0.9	-5.3
Cc1ccc(Nc2ccc(N)cc2S(=O)(=O)O)cc1	-6.4	7.8	-4.2	23.4	-0.1	-1.2	17.5	-1.1	35.0
CN1CCN(C(=O)NCC23CC4CC(CC(C4)C2)C3)CC1	0.1	0.2	-0.6	10.9	1.2	-2.7	3.9	0.1	2.6
CCOc1ccc(CCNC(=O)C2CCCN(c3nn4c(=O)cc(C)nc4s3)C2)cc1 (stereo not drawn)	-0.8	3.3	-0.9	17.7	4.9	-0.9	-1.9	2.5	4.4
CC(C)(C)C(=O)Nc1ccc(C(=O)NNC(=O)Cc2ccccc2)cc1	0.4	-4.8	-3.9	-1.2	-9.0	2.5	2.7	2.7	1.0
